Screening data from PubChem.
PRMT1 inh – blocks human protein arginine methyltransferase 1. Q99873. recombinant PRMT1, activity-based probe fluorescence polarization. 370,000 tested, 1.3% active. AID 652257. inhibition, % at 2.79 µM;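 active = inhibition above about 21% made by adding two undisclosed values, limit read from the data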
Target sequence (Q99873 whole entry, looked up): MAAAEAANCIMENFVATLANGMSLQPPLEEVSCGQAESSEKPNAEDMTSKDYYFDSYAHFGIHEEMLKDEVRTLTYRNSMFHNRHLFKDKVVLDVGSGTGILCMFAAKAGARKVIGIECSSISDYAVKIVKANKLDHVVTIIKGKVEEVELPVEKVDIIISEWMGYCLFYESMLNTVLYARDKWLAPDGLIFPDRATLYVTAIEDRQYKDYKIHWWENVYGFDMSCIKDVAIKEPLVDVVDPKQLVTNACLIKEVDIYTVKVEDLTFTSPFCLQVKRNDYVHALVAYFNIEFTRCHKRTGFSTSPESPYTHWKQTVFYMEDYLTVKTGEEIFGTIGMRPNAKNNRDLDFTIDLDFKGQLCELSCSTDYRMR
TCR CD3 inh – inhibitors of human TCR-CD3 interaction; inhibition, % at 9.4 µM; TAMRA-labeled TCR probe fluorescence, biochemical; AID 651800; 360,000 tested, 0.37% active; in the data active = inhibition above about 19%;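 note: recombinant mutant TCR 2C K166C tagged with TAMRA read by polarization; 0% = receptor in buffer alone and 100% = receptor with positive control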
SIAE inh – inhibitors of human sialic acid acetylesterase SIAE; Q9HAT2; SIAE FP-Rh probe binding, fluorescence polarization; inhibition, % at 9.66 µM; 370,000 tested, 0.69% active;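 active = inhibition above a cutoff: mean of compounds within the control limits plus 3 SD of those, cut at about 17% in these data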;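 note: 0% = plate median of compound wells and 100% = probe without SIAE protein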
DDE Tn6 FP inh – disrupts Tn6 cyclic peptide binding to fibrin D-Dimer-E complex | Fibrin DD(E) TRITC-Tn6 fluorescence polarization displacement | inhibition, % at 8.3 µM | 370,000 tested, 0.21% active | AID 720509;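 active = inhibition above a per-campaign cutoff: mean of compounds within control limits plus 3 SD, cut at about 15% in these data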;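 note: 0% = median of all compound wells on the plate and 100% = blocking peptide control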
LEDGF integ inh – blocks HIV-1 LEDGF/p75-dependent DNA integration; inhibition, % at 3.7 µM; TR-FRET IN-LEDGF/p75 DNA integration, Eu/Cy5; 370,000 tested, 0.64% active; AID 743269;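 active = inhibition above the screen-wide mean plus 3 SD, cut at about 13% in these data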;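 note: signal is the Cy5 over europium emission ratio at 671 and 618 nm; 0% = plate median of compound wells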
Tn7 DDE FP – inhibitors of Tn7 peptide binding to human fibrin DD(E); FP displacement of FITC-Tn7 peptide from fibrin DD(E); 0% = median of compound wells per plate; inhibition, % at 8.3 µM; 370,000 tested, 0.13% active; AID 720508;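 active = inhibition above the mean of compounds falling within the control limits plus 3 SD of them, cut at about 14% in these data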;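 note: 0% = plate median of compound wells and 100% = 10 µM Aha-Tn7 peptide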
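Assay system: human fibrin DD(E). Input: DD(E) 2 µM final. Medium: Tris buffer with calcium and detergent, pH 7.8. Compound dosing: single point at 8.3 µM. Timing: 10 min plus 3 h, room temperature. Technique: fluorescence polarization of the labelled Tn7 tracer. Read-out: percent inhibition. Replicates: singlicate testing.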
MBD2 inh – inhibitors of human MBD2 binding to methylated oligonucleotide; 370,000 tested, 0.31% active; TR-FRET; AID 686964; inhibition, % at 4.4 µM; Q9UBB5; in the data active = inhibition above about 13%
TDP2 absorb – blocks human TDP2 phosphodiesterase activity | O95551 | AID 720702 | inhibition, % at 12.8 µM | 370,000 tested, 0.34% active | recombinant TDP2, T5PNP hydrolysis, p-nitrophenol absorbance 415 nm;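 active = inhibition above the mean of all tested compounds plus 3 SD, set per campaign, cut at about 25% in these data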;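 note: 0% = DMSO with enzyme and 100% = buffer with substrate but no TDP2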
Target sequence (O95551 whole entry, looked up): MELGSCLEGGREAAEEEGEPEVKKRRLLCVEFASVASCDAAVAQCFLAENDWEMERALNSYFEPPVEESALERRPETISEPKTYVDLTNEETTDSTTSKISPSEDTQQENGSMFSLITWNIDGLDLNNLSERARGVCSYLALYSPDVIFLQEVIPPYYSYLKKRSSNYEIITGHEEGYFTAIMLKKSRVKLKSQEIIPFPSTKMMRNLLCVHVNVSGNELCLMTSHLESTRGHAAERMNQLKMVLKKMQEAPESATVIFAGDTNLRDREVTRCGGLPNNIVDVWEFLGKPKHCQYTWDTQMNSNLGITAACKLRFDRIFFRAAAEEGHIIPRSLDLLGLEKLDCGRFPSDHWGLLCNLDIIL
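System – recombinant human TDP2 · Amount – 120 nM TDP2 per well · Buffer or medium – Mg2+-containing Tris-HCl buffer, pH 7.5 · Reagent – T5PNP substrate, 5 mM · Dosing – 12.8 µM single point, 1% DMSO · Incubation – 2 h at 37 °C · Measured by – epi absorbance · Read-out basis – percent inhibition · Benchmarks – high control without enzyme, low control DMSO plus TDP2 · Repeats – singlicate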
proKLK7 act – activators of human kallikrein-7 zymogen; P49862; AID 652039; 370,000 tested, 0.9% active; activation, % at 7 µM; purified proKLK7, EDANS-DABCYL substrate fluorescence; 100% is mature enzyme control, 0% vehicle;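 active = activation above the mean of all tested compounds plus 3 SD, computed per campaign excluding outliers beyond control limits, cut at about 13% in these data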
Target sequence (P49862 whole entry, looked up): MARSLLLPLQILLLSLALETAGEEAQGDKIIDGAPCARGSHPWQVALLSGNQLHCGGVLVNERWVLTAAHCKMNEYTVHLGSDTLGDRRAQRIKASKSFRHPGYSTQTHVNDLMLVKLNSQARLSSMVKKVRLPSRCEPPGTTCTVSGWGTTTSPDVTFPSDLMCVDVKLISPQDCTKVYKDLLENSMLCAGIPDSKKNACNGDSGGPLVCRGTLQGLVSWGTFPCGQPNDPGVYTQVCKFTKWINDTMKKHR
UHRF1 MBD2 ctr – human UHRF1 methylated DNA binding inhibitors; Q96T88; UHRF1 binding to methylated oligo, TR-FRET; inhibition, % at 4.4 µM; 370,000 tested, 0.75% active; AID 687016; in the data active = inhibition above about 21%;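 note: UHRF1 SRA domain binding a hemimethylated CpG hairpin DNA probe; 0% = median of test compound wells and 100% = reference inhibitor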
Active calls of the source: *; · = not tested or not shown.

Sequence of screens – UHRF1 MBD2 ctr, Tn7 DDE FP, PRMT1 inh, TCR CD3 inh, SIAE inh, proKLK7 act, MBD2 inh, TDP2 absorb, DDE Tn6 FP inh, LEDGF integ inh
> O=C(NCc1ccccc1)C(c1ccc(-c2ccccc2)cc1)N1CCN(c2ccccc2F)CC1 (stereo unspecified)
    1, 7, 0, -5, 0, 1.1, -3, 1, 5, -1
> Cc1c2cccn2cc[n+]1C
    -1, -2, 0, -6, -6, 18*, -2, 3, 1, -2
> COc1ccc(C2=NOC(C(=O)NCc3cccnc3)C2)cc1 (stereo unspecified)
    -1, 8, -4, 0, 3, -0.4, -7, 9, 10, 1
> C[C@H](O)[C@@H]1CN2CCc3c([nH]c4ccccc34)[C@@H]2C[C@@H]1N(C)C(=O)Nc1cccc2ccccc12
    -9, 3, 10, -7, 22*, 0.4, -9, 13, 7, 4
> CC(C)NC(=O)c1ccc(C(C)C)cc1
    -5, -1, -3, -4, 1, 0.4, -5, 4, 1, 3
> CN(C(=O)COC(=O)Cc1ccc(Cl)cc1)C1CCCCC1
    1, 2, 6, -3, -3, 0.0, 8, -2, -8, 2
> COc1ccc(C(=O)N2CCN(c3ncccn3)CC2)cc1[N+](=O)[O-]
    1, -1, -2, -10, -5, -0.7, -4, 1, 1, -3
> CC1CC(=O)N(c2ccc(NCc3ccccc3Cl)c([N+](=O)[O-])c2)C1=O (stereo unspecified)
    -1, 2, -4, -13, 7, 0.2, -4, 10, -1, 3
> O=c1c2cc3cc4c(cc3nc2ncn1CCc1ccccc1)OCO4
    -2, 2, 8, ·, 8, -1.3, 0, 3, -4, 2
> Cc1ccc2nc(CSc3nc(C)cc(C)c3C#N)[nH]c2c1
    -7, 4, 2, 5, 3, -39, 1, -9, 5, -1
> Cc1nnc(NC(=O)C2CCCCC2)s1
    0, -5, -1, 5, -7, 0.0, 1, 5, -9, 0
> c1cnc2nc3c4ccccc4c4ccccc4c3nc2c1
    -6, -1, 0, 2, -10, -3.2, -6, 0, -10, 3
> S=C(Nc1ccc(Oc2ccccc2)cc1)N1CCN(c2ccccn2)CC1
    2, 5, 7, -8, 5, 0.1, -1, -2, 2, 3
> COc1ccc(CCN2CC(C(=O)NCc3cnn(C)c3)CCC2=O)cc1 (stereo unspecified)
    -3, -4, -3, -1, -2, -0.7, -5, 1, -8, 0
> NC(=O)c1ncn([C@@H]2O[C@H](CNCc3c(OCc4ccccc4F)ccc4ccccc34)[C@@H](O)[C@H]2O)n1
    -3, -3, 3, -8, 2, 0.1, -1, 5, -1, 0
> CCOc1ccc(N(Cc2cc3ccc(C)cc3[nH]c2=O)S(C)(=O)=O)cc1
    1, 0, 0, -6, -3, 0.4, 10, -5, -6, -5
> COc1ccc(OC)c(NC(=O)COc2coc(CN3CCc4ccccc43)cc2=O)c1
    1, -1, 1, -2, 7, -0.5, -1, 2, -3, -3
> CC(NC(=O)c1ccccc1NC(=O)CN1CCc2ccccc2C1)c1ccccc1 (stereo unspecified)
    0, -1, 4, -1, 6, 1.1, -4, -4, -7, -4
> Cc1c(C(=O)NCC2CCCO2)oc2ccccc12 (stereo unspecified)
    -2, 7, 2, -4, 6, -0.9, 1, 4, 1, -3
> COC(=O)Cc1cc(=O)n(-c2nc3ccccc3[nH]2)[nH]1
    19, -9, 3, 22*, 17, 0.1, -7, -11, -1, 10
> CC1C(=O)Nc2ccccc2N1C(=O)c1ccc(F)cc1 (stereo unspecified)
    -1, 1, 2, 6, -8, 0.2, 2, 1, -5, -1
> COc1cc2cc(CN(Cc3nnnn3Cc3ccccc3)CC3CCCO3)c(=O)[nH]c2cc1OC (stereo unspecified)
    -10, -5, 13, 5, -4, 41*, -7, -1, -3, 1
> CCCOc1ccc(-c2cc3onc(-c4ccccc4)c3c(=O)n2C)cc1
    0, 0, 1, 3, -1, -0.1, 0, 4, 2, 0
> CCc1cccc(OCC(=O)N(C)CC(=O)Nc2cccc(F)c2)c1
    -1, 0, 0, 5, -1, 0.2, 2, -5, 2, -6
> COc1cccc(C(=O)NCC(=O)OCC(=O)C(C)(C)C)c1
    0, -3, 0, -3, -2, -0.1, 4, -10, -5, 2
> O=c1c2ccccc2nc(N/N=C/c2ccc(O)cc2)n1O
    -2, 0, -2, 6, 5, -1.1, 1, -2, 4, 2
> C=CCC(=O)N1CCCC(CCC(=O)NCc2ccccc2F)C1 (stereo unspecified)
    3, -4, 1, -7, 3, -0.6, -3, 9, -8, 0
> Cc1cccc(NC(=S)N/N=C/c2ccc3c(c2)OCO3)c1
    1, -7, 1, -5, 7, 0.7, -1, 1, 3, -3
> CC(=O)c1sc(NC(=O)C2(F)C(F)(F)C(F)(F)C(F)(F)C(F)(F)C2(F)F)nc1C
    0, 1, 2, -8, 2, -0.2, -4, 3, 2, 6
> O=C(Nc1ccc(Cl)cc1)N1CCOCC1
    -2, -2, -4, -5, -5, 0.0, 2, 4, 1, -2

Ordered by SMILES length (rising): part of the list above.
Sequence of screens – UHRF1 MBD2 ctr, Tn7 DDE FP, PRMT1 inh, TCR CD3 inh, SIAE inh, proKLK7 act, MBD2 inh, TDP2 absorb, DDE Tn6 FP inh, LEDGF integ inh
> O=C(Nc1ccc(Cl)cc1)N1CCOCC1
    -2, -2, -4, -5, -5, 0.0, 2, 4, 1, -2
> COc1cccc(C(=O)NCC(=O)OCC(=O)C(C)(C)C)c1
    0, -3, 0, -3, -2, -0.1, 4, -10, -5, 2
> NC(=O)c1ncn([C@@H]2O[C@H](CNCc3c(OCc4ccccc4F)ccc4ccccc34)[C@@H](O)[C@H]2O)n1
    -3, -3, 3, -8, 2, 0.1, -1, 5, -1, 0

The listing continues:
Sequence of screens – UHRF1 MBD2 ctr, Tn7 DDE FP, PRMT1 inh, TCR CD3 inh, SIAE inh, proKLK7 act, MBD2 inh, TDP2 absorb, DDE Tn6 FP inh, LEDGF integ inh
> CCN1CCC(C(N)=O)CC1
    5, 1, 1, 6, 4, 0.3, -1, 14, 4, -1
> CN(/N=C/C=C/c1ccccc1)c1cc(=O)n(C)c(=O)[nH]1
    -5, -6, 4, -6, 6, -0.5, -3, -7, 2, -7
> Cc1cc(C)c(C#N)c(N)n1
    3, 0, 3, -2, -1, -0.2, 3, -3, 1, -2
> Cc1ccc(N(CC(=O)NCc2cccs2)S(=O)(=O)c2cccs2)cc1
    0, 3, -1, 0, -1, 0.0, 3, -2, 1, 0
> CS(=O)(=O)Cc1ccc(C(=O)NC2CCN(Cc3ccccc3)C2)cc1 (stereo unspecified)
    0, -1, -6, 10, 0, 0.7, -1, -5, 0, 0
> CC(C)CCNC(=O)CSc1nc2ccsc2c(=O)n1NC(=O)c1ccccc1
    1, 3, -1, -4, -3, 0.3, 0, 14, 3, 0
> CCOc1ccccc1NC(=O)C1CCCN(S(=O)(=O)c2ccc3c(c2)C(C)(C)C(=O)N3C)C1 (stereo unspecified)
    2, -2, -5, 0, -3, -0.1, -5, -10, -3, 2
> O=C(CCCCCN1C(=O)c2ccccc2C1=O)Nc1nccs1
    0, 1, 0, 11, 10, -0.2, 1, 4, 2, 0
> NC(=S)NNC(=O)c1cc(C(F)(F)F)cc(C(F)(F)F)c1
    -2, 7, 4, -1, -3, -0.2, -1, 1, 2, 0
> CCOC(=O)c1ccc2ncc(C(=O)OCC)c(NCCN(C)C)c2c1
    0, 10, 5, 8, 8, 9.9, -9, 13, 3, 5
> O=c1c([N+](=O)[O-])cc(C(F)(F)F)cn1Cc1cccc(Cl)c1
    7, -1, 2, -7, 2, 0.5, -8, 1, 3, 1
> O=C(CCC(=O)OCC(F)(F)C(F)F)Nc1ccccc1F
    0, 0, 1, 1, -6, -0.4, 3, -8, -6, -2
> CC(=O)NCCc1nc2ccccc2n1CCc1ccccc1
    2, 1, 1, -7, 2, 0.0, 2, 1, -4, -5
> Cn1c(/C=N/NC(=O)c2ccccc2)nc2ccccc21
    0, 9, 3, -7, -5, -0.4, 2, -9, -1, -3
> O=C1OCCN1c1ccccc1
    1, -2, -5, 3, -4, 0.5, -2, 7, -4, -2
> CC(=O)Oc1ccc2nc(/C=C/c3ccccc3)oc(=O)c2c1
    0, 1, 1, 2, -4, 0.4, 3, 4, -8, 2
> COC(=O)C1=CO[C@@H](O)C2C(CO)=CCC12 (stereo partly specified)
    -1, 3, -3, 0, -4, 0.1, -2, 6, -3, 6
> CCn1c(SCC(=O)Nc2cc(C)on2)nnc1-c1c[nH]c2ccccc12
    0, 0, -3, 0, 1, 0.3, -5, -6, -4, -3
> COc1ccc(CNC(=O)c2cc(C3CC3)nc3c2cnn3C(C)C)cc1OC
    0, -6, 2, -3, 11, 0.1, 2, -2, -1, 4
> O=C1NN(c2ccc(F)cc2)C(=O)/C1=C/c1cccs1
    -1, 3, 13, -3, 2, 0.5, 0, 2, 1, -7
> CCn1cc(CCC(=O)O)c(C)n1
    -2, -1, -4, 4, -1, -0.5, 0, 8, 0, 2
> Clc1cccc(NCc2cn3cccnc3n2)c1
    -4, 11, -2, 2, 8, -0.2, -6, -2, 8, 1
> O=C(NNC1CC(=O)N(c2ccc(Cl)cc2)C1=O)c1ccccc1Cl (stereo unspecified)
    4, 5, 6, -7, 1, -0.5, 4, 3, 0, -5
> CC(=O)OC1COC(N2CCc3ccccc32)C(OC(C)=O)C1OC(C)=O (stereo unspecified)
    3, -7, -4, 8, 2, -0.1, -6, -7, 3, -2
> Cc1nnc(C)n1N=Cc1ccc(Cl)c([N+](=O)[O-])c1
    1, -3, 0, ·, 7, -0.7, -1, 6, -1, -1
> C=CC(=O)N(CCC)C(c1ccccc1)c1ccccc1OC (stereo unspecified)
    3, 2, 3, -7, 3, -0.2, 4, -6, 3, 0
> CCOC(=O)C(NC(=O)CC)(Nc1sc(C)c(CC)c1C#N)C(F)(F)F (stereo unspecified)
    -1, -6, -2, 2, 8, -0.2, -1, -3, -1, 0
> CN(C)Cc1ccccc1C1(O)c2ccccc2CSc2ccccc21 (stereo unspecified)
    0, 1, 2, 4, -1, 0.0, 0, 1, 3, -1
> CCOc1cccc(C(=O)N/N=C/c2coc3ccccc3c2=O)c1
    1, -1, 5, -3, 0, 3.8, 9, 3, 0, -4
> Cc1ccc(C=C2C=C(c3ccccc3)OC2=O)cc1
    2, -3, 3, 1, -8, -0.4, 2, -3, -2, 2
> CC1CCN(C(=S)Nc2ccc(SC(F)F)cc2)CC1
    7, 0, -1, -7, 1, -0.6, -2, -1, 4, 0
> O=C(NCCN1CCCCC1)Nc1ccc(Cl)cc1
    -3, 1, -5, 0, -4, 0.8, 1, 7, 5, -1
> O=C(CCc1c[nH]c2ccccc12)Nc1ccc(Nc2ccncc2)cc1
    -2, 1, 1, -4, 26*, 0.1, 0, 6, -7, -5
> S=C(NC1CCCC1)N1CCN(c2ccccn2)CC1
    1, -2, 3, -6, 2, -0.5, 4, 14, 5, -3
> CCc1ccc(S(=O)(=O)NCc2csc(C)n2)s1
    6, 5, 1, -3, -6, -0.5, 4, -14, -2, 2
> CC[C@]12c3[nH]c4ccc(OC)cc4c3CCN1C(=O)C(CC(=O)NCCCn1ccnc1)C[C@@H]2C(=O)N1CCN(C(=O)C2CC2)CC1 (stereo partly specified)
    0, 8, -3, 4, 9, -0.2, 1, -3, 11, 4
